# Cycloheximide cs: counter-screen hit for Shiga toxin inhibitors, cycloheximide. cell reporter, cycloheximide protein synthesis inhibition counterscreen. max response, %. 12% of 300,000 active; in the data active = max response mostly above about 13%, no sharp cut-off; inactive = mostly below about 14%; note: read at 38.3 µM for the half of the compounds with a filed dose; 0% is about no effect
# Pf growth 48h: P. falciparum growth inhibition at 48 hours (one generation). P. falciparum luciferase growth in erythrocytes, 48 h. Potency, µM (doses to about 28.7 µM), without a hit: at the top dose activity change, negative = inhibition, actives largely listed as inhibitors. 5.9% of 310,000 active. AID 504832; note: potency is the fitted concentration of half-maximal effect; % is set by controls: 0 for no effect and ±100 for the full control effect
#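 Luminescence readout; reporter = integrated firefly luciferase in P. falciparum. RBC culture at 2% hematocrit, 0.1% parasitemia final, 37 C/5% CO2; decreased signal taken as growth inhibition.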
# Shiga inhibitor: inhibitors of Shiga toxin in Vero cells; Vero cells, Shiga toxin protein synthesis inhibition reporter; inhibition, % at 38.7 µM; 9.2% of 290,000 active; in the data active = inhibition mostly above about 28%, no sharp cut-off; inactive = mostly below about 43%; note: 0% is about no effect
# LmPK inh: blocks Leishmania mexicana pyruvate kinase activity. purified LmPK, Kinase-Glo ATP luminescence, 1 h. 0.37% of 290,000 active. Q27686. Potency, µM (doses to about 57.5 µM), for inactives: top-dose activity change, negative = inhibition, hits mostly inhibitors; note: potency is the fitted concentration of half-maximal effect; % is set by controls: 0 for no effect and ±100 for the full control effect
# Target sequence (Q27686 whole entry, looked up): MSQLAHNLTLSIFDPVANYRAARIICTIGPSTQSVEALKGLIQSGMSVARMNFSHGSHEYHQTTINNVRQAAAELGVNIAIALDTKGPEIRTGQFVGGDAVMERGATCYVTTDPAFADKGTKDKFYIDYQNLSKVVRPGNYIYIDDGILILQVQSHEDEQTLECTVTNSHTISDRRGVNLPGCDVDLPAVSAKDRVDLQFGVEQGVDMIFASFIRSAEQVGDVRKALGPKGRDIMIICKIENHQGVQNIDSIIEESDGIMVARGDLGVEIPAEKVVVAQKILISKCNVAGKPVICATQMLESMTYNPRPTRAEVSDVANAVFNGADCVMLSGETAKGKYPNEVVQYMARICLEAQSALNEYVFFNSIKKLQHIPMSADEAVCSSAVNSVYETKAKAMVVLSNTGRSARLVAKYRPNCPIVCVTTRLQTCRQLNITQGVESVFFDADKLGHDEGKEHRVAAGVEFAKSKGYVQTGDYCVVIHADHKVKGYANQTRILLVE
#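 ATP generated from ADP (0.1 mM) and PEP (0.5 mM) by 0.1 nM LmPK over 1 h at room temperature (pH 7.2 imidazole buffer) was detected by coupled luciferase luminescence. Values were normalized to uninhibited and no-enzyme wells.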
# AmpC no deterg: inhibitors of E. coli AmpC beta-lactamase without detergent | P00811 | AmpC nitrocefin hydrolysis, absorbance 480 nm, 0.0001% Triton | Potency, µM (top dose mostly 57.1 µM), for inactives: at the highest dose activity change, negative = inhibition, usual class: inhibitors | 0.52% of 330,000 active | AID 485341;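 note: potency is the fitted concentration of half-maximal effect; plate controls were no compound for no effect and no enzyme for full effect; nearly all actives have a fitted effect of over 20% in size; some results filed as inactive show a strong effect at the top dose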
# Target sequence (P00811 whole entry, looked up): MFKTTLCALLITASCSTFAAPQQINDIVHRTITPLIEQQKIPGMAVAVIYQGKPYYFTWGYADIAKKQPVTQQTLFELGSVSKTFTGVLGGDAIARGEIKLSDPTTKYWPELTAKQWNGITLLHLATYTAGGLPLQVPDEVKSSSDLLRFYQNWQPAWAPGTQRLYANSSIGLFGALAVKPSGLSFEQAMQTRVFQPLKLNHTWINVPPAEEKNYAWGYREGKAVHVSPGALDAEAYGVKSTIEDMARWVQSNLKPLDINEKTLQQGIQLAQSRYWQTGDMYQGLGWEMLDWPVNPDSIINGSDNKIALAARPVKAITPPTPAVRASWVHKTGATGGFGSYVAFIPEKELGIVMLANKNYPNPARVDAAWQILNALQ
#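 AmpC (5.3 nM in the dispensed reagent) in 20 mM phosphate pH 7.0 with 0.01% (detergent screen) or 0.0001% Triton X-100 was preincubated with compounds for 15 min at room temperature. Nitrocefin was then added from an 800 uM solution, and hydrolysis was followed at 480 nm.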
# Pf growth 96h: inhibits malaria parasite growth, 96 h | 6.9% of 320,000 active | AID 504834 | P. falciparum luciferase reporter growth, 96 h | Potency, µM (doses to about 28.7 µM), inactives show top-dose activity change, negative = inhibition, usual class: inhibitors; note: potency is the fitted concentration of half-maximal effect; % is set by controls: 0 for no effect and ±100 for the full control effect
#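 Erythrocytes infected with luciferase-expressing P. falciparum were dispensed at 2% hematocrit and 0.05% parasitemia (final), then incubated with compounds 96 hours at 37 C in 5% CO2. Luminescence after detection reagent addition reported growth.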
# TbPYK inhibitor: inhibitors of Trypanosoma brucei pyruvate kinase; 0.12% of 410,000 active; AID 624173; Potency, µM (doses to about 76.8 µM), without a hit: top-dose activity, negative = inhibition, actives largely listed as inhibitors; TbPYK enzyme, Kinase-Glo Plus ATP luminescence, 45 min; note: potency is the fitted concentration of half-maximal effect; % is set by controls: 0 for no effect and ±100 for the full control effect; nearly all actives have a fitted effect of over 50% in size
#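 In this concentration-response screen, enzyme-free wells defined baseline while DMSO plates tracked drift. Each reaction combined TbPYK, substrate, compound and 130 uM ADP for 45 min at room temperature. Kinase-Glo Plus luminescence gave the signal.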
# Starred values were filed as active, the others as inactive; u = inconclusive; x = not tested or not shown; & = joins results of further samples; [ ] = dose if it differs, or a comment. Unless noted, calls come from the whole dose curve; as a rule, active = well fitted curve in the direction sought with a large enough effect; inconclusive = small, poorly fitted or top-dose-only effect, or another doubt; inactive = no such curve, though single readings can be large; an effect the other way counts as inactive or inconclusive. The order is random; 22% or so of the library scored in one or more.
SMILES,Cycloheximide cs,Pf growth 48h,Shiga inhibitor,LmPK inh,AmpC no deterg,Pf growth 96h,TbPYK inhibitor
CCN(c1ccc(NC(=O)COC(=O)CCc2nc3ccccc3n2-c2ccccc2)cc1)C(C)C,6,10%,-9,4%,22%,20%,-1%
CCOc1cc(C)c(Cl)cc1S(=O)(=O)NCc1ccc2c(c1)OCO2,0,-6%,-16,-1%,2%,17%,-8%
Cc1nc2cc(NC(=O)N3CCN(c4ccccn4)CC3)ccc2o1,13,-25%,14,0%,x,x,-2%
COc1ccc(C(C(=O)NC2CCCC2)N(Cc2ccc(F)cc2)C(=O)c2ccn[nH]2)cc1OC (stereo not given),-1,-6%,-11,2%,10%,6%,3%
COc1ccccc1NC(=O)Cn1c(C)nc2c(sc(=S)n2Cc2ccco2)c1=O,-3,-8%,-6,8%,-27%,u,-13%
COc1ccccc1CNC(=O)Cc1ccc(OC)c(OC)c1,-2,9%,-5,-1%,-8%,-21%,0%
CCN(CC)CCn1c(OC)cc(=O)[nH]c1=O,-4,8%,-3,-7%,-23%,x,-1%
COc1ccccc1C(CNC(=O)c1ccc(S(=O)(=O)NCc2ccco2)cc1)N(C)C (stereo not given),1,-4%,16,-1%,-17%,u,8%
CN(C)CCCNS(=O)(=O)c1ccc(NC2CCCCCC2)c([N+](=O)[O-])c1,-5,u,1,-4%,104%[activator],u,2%
O=C(CN(Cc1ccc(F)cc1)C(=O)CCC(=O)Nc1ccccn1)NCc1ccc(F)cc1,-3,-5%,-26,2%,56%,-14%,-3%
COc1ccccc1OCC(=O)N1CC2(C)CC1CC(C)(C)C2 (stereo not given),-3,-4%,-9,4%,44%,x,4%
Fc1ccc(Br)cc1C1C=C(c2ccc(Br)cc2)Nc2ncnn21 (stereo not given),-2,x,3,7%,-25%,u,0%
COc1ccc(NC(=O)C(c2ccccc2)c2ccccc2)cn1,-3,-24%,31,5%,5%,43%[activator],-6%
COc1ccc(/C=C/C(=O)OCC(=O)Nc2ccc(N3CCOCC3)cc2)cc1,-1,-7%,20,13%,-23%,32%,-6%
Cc1ccccc1CN1CCN(S(C)(=O)=O)CC1,-4,1%,-5,3%,-3%,-1%,7%
O=C(Nc1ccncc1)c1cc(-c2cccc(Br)c2)nc2ccccc12,x,0.93µM*,x,x,-51%,0.83µM*,-5%
Cc1cc(C)c2c(c1)[C@@H]1C=CC[C@@H]1[C@H](c1ccc(S(=O)(=O)N3CCOCC3)cc1)N2,-5,10µM*,-6,2%,13%,8%,u
CCc1ccccc1NC(=O)c1cc(-c2cccc(O)c2)on1,20*,x,61,1%,-36%,-10%,-3%
COc1ccccc1C(=O)NCC(=O)OCC(=O)c1cccc2ccccc12,x,-18%,x,x,-16%,30%[activator],3%
Cc1ccc2c(c1)NC(=O)C(CC(=O)Nc1ccc(Br)c(C)c1)O2 (stereo not given),-10,2%,-4,1%,-6%,12%,0%
Cc1ccc(S(=O)(=O)Oc2ccc(C(c3c(C)[nH][nH]c3=O)c3c(C)[nH][nH]c3=O)cc2)cc1,-4,u,-26,6%,-8%,x,-7%
CCN1C(=O)/C(=C/c2ccc(C)o2)N(C)C1=S,16*,35%[activator],11,-8%,-22%,-18%,u
Cc1ccc(C(=O)N(CC(=O)NC2CCCC2)Cc2cccs2)s1,8,-9%,16,2%,-12%,1.5µM*,-6%
CC(=O)N1c2ccc(S(=O)(=O)N3CCCC3C(=O)NCc3ccccc3Cl)cc2CC1C (stereo not given),-2,u,2,1%,82%[activator],-27%,0%
CC(/C=N/NC(=O)c1cc(-c2ccc(C)s2)[nH]n1)=C\c1ccccc1,9,-17%,-15,3%,-50%,u,-5%
Cc1ccc(/C=C2\SC(=S)N(CCCC(=O)Nc3cccnc3)C2=O)cc1,8,u,-11,-9%,-10%,-2%,1%
CCCn1c(SCC(=O)Nc2ccc(OCC)cc2)nnc1C(C)C,-1,-20%,-7,1%,0%,12%,1%
COCCn1c(COc2cccc(OC)c2)nnc1SCC(=O)NC1CCCC1,-1,5%,24,0%,-2%,33%[activator],-4%
CC(=O)c1c(C)[nH]c(C(=O)CN2C(=O)NC(C)(C)C2=O)c1C,x,17%,x,x,-13%,20%,2%
O=C(CNC(=S)N(Cc1ccccc1)Cc1cccnc1)NCCc1ccccc1,-1,-17%,-5,1%,62%[activator],u,-2%
CC(C)C(=O)c1cn(CC(=O)NCc2ccco2)c2ccccc12,30*,8%,58*,3%,-14%,u,6%
CSc1ccccc1NC(=O)COc1ccc(S(=O)(=O)N2CCCC2)cc1,-1,13µM*,1,10%,-1%,u,3%
CCSc1nnc2c(n1)OC=Nc1ccc(Br)cc1-2,-2,-14%,-1,-18%,-17%,u,-1%
Cc1nc(NC(C)C)c2oc3ccccc3c2n1,11,-2%,-10,1%,-13%,8%,5%
CC(C)N1CC(C(=O)Nc2ccc(C#N)cc2)CC1=O (stereo not given),-2,2%,24,-5%,-3%,-35%,0%
COc1ccc(C(=O)Oc2cccnc2)cc1,-2,x,-13,9%,-13%,14%,1%
COc1cc(NC(=O)c2csc(-c3ccncc3)n2)cc(C(=O)Nc2cccc(C(F)(F)F)c2)c1,1,u,6,0%,5%,5.2µM*,3%&-8%
CS(=O)(=O)N(CC(=O)NN=C1CCCCCC1)c1ccc(Oc2ccccc2)cc1,15,11%,14,3%,-21%,-21%,1%
Cc1cc(N2CCCCC2)c(F)cc1[N+](=O)[O-],-1,5%,-1,-5%,-11%,3%,5%
COC(=O)C(C)Sc1n[nH]c(=S)s1 (stereo not given),-3,x,-21,27%,-18%,-30%,u
Cc1ccc(CNC(=O)CSc2nnc3n2CCCCC3)cc1,x,-16%,x,x,-10%,-26%,-2%
COc1ccc2nc3ccccc3nc2c1NC(=O)c1ccc(Cl)cc1Cl,-1,-1%,-4,3%,-16%,12%,41%[activator]
CCCCn1c(N)c(N(CCOC)C(=O)c2ccc3c(c2)C(=O)N(c2cc(C)ccc2C)C3=O)c(=O)[nH]c1=O,-8,34%[activator],25,4%,105%[activator],43%[activator],0%
COc1ccc(C(O)(C(C)C)C(CN2CCOCC2)c2ccccc2)cc1 (stereo not given),-4,u,-2,0%,160%[activator],0%,-2%
CCN1CCN(c2nc(-c3ccccn3)nc3ccccc23)CC1,6,u,26,-1%,-3%,u,-1%
COc1ccc(CS(=O)(=O)CC(C)(O)c2ccc(Cl)cc2)cc1 (stereo not given),1,13%,-5,-4%,-11%,13%,3%
Cc1cc(Cl)c(S(=O)(=O)NCC2CCCO2)cc1OCC(N)=O (stereo not given),-1,13%,-1,4%,-9%,x,2%
COC(=O)Nc1ccc(OCc2ccccc2)cc1,60*,151%[activator],72*,-3%,-17%,0%,-20%
CCC(=O)N1CCN(c2ccc(NC(=O)c3ccco3)cc2)CC1,28*,73%[activator],31*,-9%,-25%,-7%,-5%
O=c1c2cc(Cl)ccc2[nH]c(=S)n1Cc1cccs1,-2,13%,-6,-1%,-16%,13µM*,-11%
COC(=O)c1cccc(-n2cnnn2)c1,-3,8%,-3,0%,-18%,4%,6%
CCCCNc1c(N)n(CC(C)C)c(=O)[nH]c1=O,-3,15µM*,3,-8%,-7%,5%,3%
COC(=O)n1c(=O)oc2cc(S(=O)(=O)N3CCCCC3)ccc21,-2,-12%,-9,-9%,1%,160%[activator],2%
Cc1cc(=O)[nH]c(N/N=C/c2ccccn2)n1,14*,2.9µM*,-34,-15%,-3%,u,7%
CCc1ccc2oc(C(=O)Nc3nonc3CC)c(C)c2c1,59*,3%,53*,10%,-19%,14%,0%&7%
C[N+]1([O-])[C@@H]2CC(OC(=O)[C@@H](CO)c3ccccc3)C[C@@H]1[C@H]1O[C@H]12 (stereo not given in full),x,-13%,x,x,x,u,-3%
CCOc1ccc(S(=O)(=O)NC(Cc2cnc[nH]2)C(=O)O)cc1 (stereo not given),2,18%,-6,-1%,-10%,22%,5%
Cc1cc(N2CCN(c3ccccn3)CC2)n2c(nc3ccccc32)c1C#N,-4,4.7µM*,53,8%,-18%,1%,-7%
COc1ccc2c(c1)CCc1cc(C(=O)O)sc1-2,6,95%[activator],-3,-10%,-18%,57%[activator],0%
O=C(Nc1ccccc1N1CCOCC1)c1ccc2c(c1)OCO2,9,-19%,-6,5%,-9%,17%,-2%

# The last 7 compounds of the part above open the next one:
SMILES,Cycloheximide cs,Pf growth 48h,Shiga inhibitor,LmPK inh,AmpC no deterg,Pf growth 96h,TbPYK inhibitor
Cc1cc(=O)[nH]c(N/N=C/c2ccccn2)n1,14*,2.9µM*,-34,-15%,-3%,u,7%
CCc1ccc2oc(C(=O)Nc3nonc3CC)c(C)c2c1,59*,3%,53*,10%,-19%,14%,0%&7%
C[N+]1([O-])[C@@H]2CC(OC(=O)[C@@H](CO)c3ccccc3)C[C@@H]1[C@H]1O[C@H]12 (stereo not given in full),x,-13%,x,x,x,u,-3%
CCOc1ccc(S(=O)(=O)NC(Cc2cnc[nH]2)C(=O)O)cc1 (stereo not given),2,18%,-6,-1%,-10%,22%,5%
Cc1cc(N2CCN(c3ccccn3)CC2)n2c(nc3ccccc32)c1C#N,-4,4.7µM*,53,8%,-18%,1%,-7%
COc1ccc2c(c1)CCc1cc(C(=O)O)sc1-2,6,95%[activator],-3,-10%,-18%,57%[activator],0%
O=C(Nc1ccccc1N1CCOCC1)c1ccc2c(c1)OCO2,9,-19%,-6,5%,-9%,17%,-2%
Cc1noc(C)c1C(=O)NNc1cc(Cl)ccc1Cl,6,6%,-3,11%,-15%,7%,2%
O=C1C(=O)N(Cc2ccncc2)C(c2ccccc2F)/C1=C(\O)c1ccc2c(c1)OCCO2 (stereo not given),8,u,23,-1%,-17%,1%,8%
c1ccc(C2CC(c3ccccc3)C(c3ccccc3)N2)cc1 (stereo not given),7,-5%,-2,0%,-25%,9.3µM*,3%
O=C1CC(c2ccccc2)CN1 (stereo not given),-3,-1%,-14,-4%,-15%,8%,6%
CCc1cccc2c(C(=O)C(NC(C)CC)c3ccccc3)c[nH]c12 (stereo not given),1,u,31,6%,x,u,1%
CN1C(=O)C(C)(C)c2cc(S(=O)(=O)N(C)Cc3ccccc3)ccc21,0,u,6,-1%,31%,-1%,5%
O=C(CN1CCCCCC1)NCC1CCCO1 (stereo not given),8,9%,11,4%,-10%,u,-13%
CCOC(=O)N1CCC(N2Cc3cccc(C(=O)NCC4CCN(CC(C)C)C4)c3C2=O)CC1 (stereo not given),-3,x,-13,9%,99%[activator],u,-3%
CC1=NN(C(=O)c2c(Br)c(C)nn2C)C(O)(C(F)(F)F)C1 (stereo not given),1,-1%,7,-4%,-10%,17%,-5%
Cc1nc(C)c(-c2csc(Nc3cccnc3)n2)s1,34*,18%,38*,0%,-26%,x,0%
NC(=O)C1CC12c1ccccc1-c1ccccc12 (stereo not given),3,7%,23,1%,-24%,2%,-1%
